PfGluPho inh: PfG6PD (Plasmodium falciparum) enzyme inhibition. PfGluPho enzyme, NADPH resazurin-diaphorase fluorescence. inhibition, % at 20 µM. hit rate 0.78% among 350,000;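 active = inhibition reaching at least a set limit at 20 µM in the primary screen, cut at about 59% in these data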;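 also: 0% = DMSO wells with substrate and 100% = DMSO wells lacking glucose-6-phosphate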
MPTP inh: inhibitors of mitochondrial permeability transition pore; isolated mouse mitochondria, Ca2+ swelling absorbance, 30 min; inhibition, % at 10 µM; hit rate 1.4% among 360,000;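 active = inhibition of 50% or more, scaled per plate between neutral and stimulator controls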;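 also: 0% = DMSO wells given calcium and 100% = 1 mM EGTA wells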
HKDC1 inh: HKDC1 (human) hexokinase inhibition | recombinant HKDC1, G6PDH/diaphorase resazurin coupled fluorescence | Q2TB90 | inhibition, % at 20 µM | hit rate 0.16% among 340,000;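 active = inhibition above about 35% when tested at 20 µM, limit read from the data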;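 also: plate controls were DMSO wells with enzyme for no effect and DMSO wells lacking enzyme for full effect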
Target sequence (Q2TB90 whole entry, looked up): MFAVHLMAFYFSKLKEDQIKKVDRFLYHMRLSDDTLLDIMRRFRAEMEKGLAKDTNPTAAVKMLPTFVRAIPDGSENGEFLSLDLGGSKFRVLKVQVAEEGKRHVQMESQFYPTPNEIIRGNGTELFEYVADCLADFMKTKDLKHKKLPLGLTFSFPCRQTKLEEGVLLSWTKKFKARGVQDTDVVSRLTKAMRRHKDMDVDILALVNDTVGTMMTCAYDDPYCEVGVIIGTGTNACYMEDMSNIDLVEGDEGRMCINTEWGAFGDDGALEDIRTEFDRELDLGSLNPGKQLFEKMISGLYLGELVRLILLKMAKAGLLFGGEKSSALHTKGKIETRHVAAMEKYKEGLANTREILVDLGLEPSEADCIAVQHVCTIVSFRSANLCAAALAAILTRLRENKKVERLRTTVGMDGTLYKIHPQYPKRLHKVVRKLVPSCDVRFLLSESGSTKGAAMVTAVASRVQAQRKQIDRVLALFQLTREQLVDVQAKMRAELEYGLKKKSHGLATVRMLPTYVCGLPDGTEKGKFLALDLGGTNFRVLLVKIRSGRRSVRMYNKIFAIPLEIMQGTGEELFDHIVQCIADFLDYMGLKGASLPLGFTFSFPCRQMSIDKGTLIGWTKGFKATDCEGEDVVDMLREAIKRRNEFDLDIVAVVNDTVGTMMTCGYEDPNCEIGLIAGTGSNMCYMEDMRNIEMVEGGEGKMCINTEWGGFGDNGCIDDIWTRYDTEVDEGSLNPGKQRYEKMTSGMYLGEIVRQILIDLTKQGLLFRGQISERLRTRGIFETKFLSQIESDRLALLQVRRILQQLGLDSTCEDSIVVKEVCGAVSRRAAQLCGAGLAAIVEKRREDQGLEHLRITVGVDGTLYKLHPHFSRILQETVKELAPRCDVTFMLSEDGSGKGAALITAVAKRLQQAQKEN
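System: Recombinant HKDC1 hexokinase | Amount: HKDC1 at 5 µg/mL | Reagent: Glucose with 1 mM ATP | Doses: Single 20 µM dose | Incubation: Reaction time 90 min, room temperature, protected from light | Signal: Coupled resazurin fluorescence, excitation 525 nm, emission 613 nm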
SENP8 block: SENP8 (human) protease inhibition | recombinant SENP8, Nedd8 substrate fluorescence | inhibition, % at 20 µM | hit rate 0.64% among 360,000; in the data active = inhibition mostly above about 40%, no sharp cut-off; inactive = mostly below about 27%
NR3A LBD binder: NR3A (human) ligand-binding domain modulation | NR3A LBD differential scanning fluorimetry, Tm shift; 0% = protein alone, 100% = glycine-bound protein | Tm shift relative to glycine control, % at 25 µM | hit rate 2.5% among 340,000;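 active = melting temperature shift of at least 10% of the positive control shift, at one fixed dose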
SENP6 block: blocks the human protease SENP6; Q9GZR1; Recombinant SENP6 catalytic domain, aminoluciferin luminescence; inhibition, % at 10 µM; hit rate 1.8% among 330,000;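 active = inhibition above about 50% at the single tested dose, limit read from the data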;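 also: plate controls were DMSO wells with enzyme for no effect and DMSO wells lacking enzyme for full effect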
SENP7 block: blocks the human protease SENP7 | Q9BQF6 | recombinant SENP7, Z-RLRGG-aminoluciferin luminescence, 40 min | inhibition, % at 5 µM | hit rate 1.5% among 330,000;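 active = inhibition above about 50% at the single test dose, limit read from the data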;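 also: plate controls were DMSO with enzyme for no effect and no enzyme buffer wells for full effect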
ATG4B inh: ATG4B (human) cysteine protease inhibition | Q9Y4P1 | hit rate 0.51% among 340,000 | ATG4B cleavage of LC3-PLA2, NBD-HPC fluorescence, 1 h | AID 504462 | inhibition, % at 8.33 µM; in the data active = inhibition above about 40%
An asterisk follows results filed as active; · = no result given.

1: O=C(c1cc(N2CCOCC2)c(F)cc1[N+](=O)[O-])N1CCOCC1
2: COc1ccc([C@H]2CC(=O)C=C(c3cccc(C(C)C)c3)C2)cc1OC
3: Cc1ccc(N/N=C(\C#N)C(=N)N2CCCCCC2)cc1
4: FC(F)Oc1ccccc1NC(=S)Nc1cccc(Cl)c1Cl
5: S=c1[nH]nc(C2CCCCC2)n1/N=C/c1ccncc1
6: COc1ccc2oc(=Nc3cccc(F)c3)c(C(N)=O)cc2c1
7: CCCCNC(=O)N(O)C1N(/N=C/c2ccc(N(C)C)cc2)C(=S)SC1(C)C (stereo not drawn)
8: COc1ccc(NC2CCCN(C(=O)c3ccc4nccnc4c3)C2)cc1OC (stereo not drawn)

compound no.	1	2	3	4	5	6	7	8
PfGluPho inh	-8.2	20.3	18.2	17.4	24.1	22.0	14.0	33.3
MPTP inh	0.2	3.8	-0.1	50.2*	1.5	1.8	2.8	-0.6
HKDC1 inh	0.7	0.6	-4.6	-4.1	-9.8	5.3	-3.4	2.9
SENP8 block	17.2	21.5	13.4	22.6	-2.2	-405.6	-167.1	18.5
NR3A LBD binder	-2.2	-0.5	5.2	-1.2	-1.8	-15.5	0.1	-3.8
SENP6 block	-19.0	-9.7	3.6	-8.5	-2.6	-17.1	-12.4	-9.1
SENP7 block	-5.3	0.3	-6.2	-0.5	1.2	-5.9	-3.0	-4.9
ATG4B inh	3.9	-7.2	-2.5	38.6	-6.0	-5.2	17.8	8.4

9: COC(=O)c1cccc(C(=O)N2CCCC(Nc3ccc4c(c3)OCCO4)C2)c1 (stereo not drawn)
10: CCN(CC)C(=O)Oc1cc(=O)n2c3c(cccc13)CCC2
11: Cc1ccc(C)c(Cn2nnc3c(=O)[nH]c(C4CCCN(C(=O)c5cccs5)C4)nc32)c1 (stereo not drawn)
12: O=C(Cn1nnc2ccccc21)OCC(=O)c1ccc(F)cc1
13: O=C(CCC(=O)Nc1ccccc1)NNS(=O)(=O)c1ccc(Cl)cc1
14: CCc1ccc(C(=O)NNC(=S)Nc2ccc(S(N)(=O)=O)cc2)s1
15: CN(Cc1ccc(OC(F)F)cc1)Cc1nc2c(Br)cc(Br)cc2c(=O)[nH]1
16: O=C(Nc1ccc(F)cc1)C1COc2ccccc2O1 (stereo not drawn)

compound no.	9	10	11	12	13	14	15	16
PfGluPho inh	14.5	-6.3	-15.8	3.6	35.8	-5.3	6.9	13.2
MPTP inh	0.2	9.9	-1.4	-1.0	-1.8	-1.9	-0.3	-0.4
HKDC1 inh	9.3	-4.2	1.3	2.7	-4.5	8.8	4.3	-4.2
SENP8 block	19.9	-28.2	4.3	3.4	8.9	-83.9	5.2	12.1
NR3A LBD binder	2.2	19.6*	-0.4	-1.1	-0.6	-2.0	0.5	-1.1
SENP6 block	8.7	-1.9	-19.8	-12.8	12.5	12.2	6.4	-8.4
SENP7 block	-7.9	2.3	3.1	-6.8	-2.1	9.8	2.2	-0.2
ATG4B inh	-6.8	-4.5	5.4	-8.1	7.8	-8.7	-10.2	3.2

17: CCc1ccc(N(CC(=O)Nc2ccc(NC(C)=O)cc2)S(=O)(=O)c2ccccc2)cc1
18: Cn1cccc1CC(=O)N/N=C/c1ccc(Cl)c([N+](=O)[O-])c1
19: Cc1ccc(OCc2cc(C(=O)Nc3ccccc3)oc2C)cc1
20: Cc1ccc(F)cc1NC(=O)N1CCN(C2c3ccccc3-c3ccccc32)CC1
21: Cc1noc(C)c1NC(=O)Nc1cccc2c1O[C@H](CN(C)C(=O)NC(C)C)[C@@H](C)CN([C@H](C)CO)C2=O
22: COc1ccc(/C=N/NS(=O)(=O)c2ccc(C)cc2)cc1
23: O=C(O)c1cnn2cc(-c3[nH]ncc3[N+](=O)[O-])cnc12
24: COc1ccc(S(=O)(=O)/N=C2/NC(=O)/C(=C/c3ccco3)S2)cc1

compound no.	17	18	19	20	21	22	23	24
PfGluPho inh	10.2	17.1	1.4	-5.1	-0.9	-15.8	0.4	-3.9
MPTP inh	-3.4	1.3	-3.3	-0.6	-0.4	0.2	0.0	0.4
HKDC1 inh	-4.6	1.9	3.1	-4.5	-6.2	-6.3	-6.7	-3.1
SENP8 block	3.7	12.4	27.0	15.2	12.1	18.8	10.9	-28.7
NR3A LBD binder	-2.2	-0.6	·	-0.7	2.7	0.9	-0.5	-7.5
SENP6 block	6.1	-21.2	10.8	0.6	-29.2	1.2	-20.5	-16.0
SENP7 block	8.0	4.3	-2.5	5.3	-15.6	3.0	-6.0	3.7
ATG4B inh	-8.5	3.0	4.0	-1.6	2.5	-2.0	0.5	14.5

Entries from the list above that contain an NH in an aromatic ring, in the order listed:
5: S=c1[nH]nc(C2CCCCC2)n1/N=C/c1ccncc1
11: Cc1ccc(C)c(Cn2nnc3c(=O)[nH]c(C4CCCN(C(=O)c5cccs5)C4)nc32)c1 (stereo not drawn)
15: CN(Cc1ccc(OC(F)F)cc1)Cc1nc2c(Br)cc(Br)cc2c(=O)[nH]1
23: O=C(O)c1cnn2cc(-c3[nH]ncc3[N+](=O)[O-])cnc12

compound no.	5	11	15	23
PfGluPho inh	24.1	-15.8	6.9	0.4
MPTP inh	1.5	-1.4	-0.3	0.0
HKDC1 inh	-9.8	1.3	4.3	-6.7
SENP8 block	-2.2	4.3	5.2	10.9
NR3A LBD binder	-1.8	-0.4	0.5	-0.5
SENP6 block	-2.6	-19.8	6.4	-20.5
SENP7 block	1.2	3.1	2.2	-6.0
ATG4B inh	-6.0	5.4	-10.2	0.5

(listing goes on)
25: O=C(Nc1ccc(Cl)cc1)c1csc(Cc2ccccc2)n1
26: COc1cc(/C=C(\NC(=O)c2ccccc2)C(=O)N2CC3CC(C2)c2cccc(=O)n2C3)cc(OC)c1OC (stereo not drawn)
27: CC1CCCCN1C(=O)CN1C(=O)c2ccccc2S1(=O)=O (stereo not drawn)
28: CC(=O)Nc1cc(C(=O)OCc2cccc([N+](=O)[O-])c2)ccc1C
29: CC(C)(C)C1(c2ccccc2)NC(=O)N(CC(=O)N2CCOCC2)C1=O (stereo not drawn)
30: COc1ccc(C(=O)NC(=S)N2CCC(C)CC2)cc1Br
31: Cc1ccc(OCC(=O)NNC(=S)NCc2ccccc2)cc1
32: COC(=O)c1ccsc1NC(=O)C1COc2ccccc2O1 (stereo not drawn)

compound no.	25	26	27	28	29	30	31	32
PfGluPho inh	2.4	-16.7	-3.2	2.9	-3.9	-5.9	-8.4	-16.1
MPTP inh	-0.4	-0.6	-2.0	1.0	0.0	-0.3	-0.2	0.0
HKDC1 inh	-1.8	-7.7	1.1	2.7	-0.9	-2.1	-12.3	4.3
SENP8 block	7.4	15.4	7.4	5.0	11.1	9.1	11.3	12.5
NR3A LBD binder	0.7	1.3	-1.0	-0.3	1.1	-0.3	-1.3	-1.8
SENP6 block	-6.4	-0.4	-2.3	-9.2	-3.0	22.4	-17.2	-14.2
SENP7 block	2.3	-1.8	2.5	-1.2	-3.0	1.3	6.2	-2.3
ATG4B inh	-9.2	-5.0	-7.8	-6.7	-2.8	8.4	-8.7	4.0

33: C/C(Cl)=C\Cn1c(=O)c2c(nc3n2CCS3)n(C)c1=O
34: CCOC(=O)Cc1csc(NC(=O)Cn2cnc3c2c(=O)n(C)c(=O)n3C)n1
35: COC(=O)[C@]1(CC(C)C)N[C@H](c2ccc(-c3cccc(Cl)c3)cc2)[C@@H]2C(=O)N(C)C(=O)[C@@H]21
36: Cc1ccc(N(C(=O)C2CCC(=O)N2)C2(C(=O)NC3CCCCC3)CCCCC2)cc1 (stereo not drawn)
37: COc1ccccc1C(C)NC(=O)c1ccc(S(=O)(=O)NCc2ccco2)cc1 (stereo not drawn)
38: CCCCc1nnc(NC(=O)CSc2nc(O)c(-c3ccccc3)c(=O)[nH]2)s1
39: C=CCNC(=O)/C(=C\C=C\c1ccccc1)NC(=O)c1ccc(OCCCC)cc1
40: Cc1ccc(C)c(NC(=O)CSc2nnc(NC(=O)C3CC3)s2)c1

compound no.	33	34	35	36	37	38	39	40
PfGluPho inh	3.2	-4.0	26.6	9.0	3.7	-18.9	-10.9	-19.7
MPTP inh	-1.2	-0.3	0.9	-3.3	0.8	-0.3	-0.5	-0.3
HKDC1 inh	-2.8	-10.1	0.0	-2.9	-7.6	-17.6	-1.9	-10.1
SENP8 block	17.6	6.9	14.3	9.6	0.3	2.5	-47.5	-0.1
NR3A LBD binder	-1.4	-1.7	-0.3	3.3	-1.0	-0.6	0.2	6.2
SENP6 block	-7.2	7.0	11.2	9.1	14.5	-23.6	19.2	3.1
SENP7 block	-0.1	3.5	-3.5	0.7	6.8	4.4	-2.7	-10.5
ATG4B inh	-2.2	-13.9	2.4	-8.3	-2.4	-0.9	-12.9	8.8

Two of the compounds above, with values ahead of the structure.
No. | PfGluPho inh | MPTP inh | HKDC1 inh | SENP8 block | NR3A LBD binder | SENP6 block | SENP7 block | ATG4B inh | Structure
39 | -10.9 | -0.5 | -1.9 | -47.5 | 0.2 | 19.2 | -2.7 | -12.9 | C=CCNC(=O)/C(=C\C=C\c1ccccc1)NC(=O)c1ccc(OCCCC)cc1
40 | -19.7 | -0.3 | -10.1 | -0.1 | 6.2 | 3.1 | -10.5 | 8.8 | Cc1ccc(C)c(NC(=O)CSc2nnc(NC(=O)C3CC3)s2)c1

Continued:
41: COc1ccc(CCC(C)Nc2cccc(F)c2)cc1 (stereo not drawn)
42: COC(=O)C1C(c2ccc(N(C)C)cc2)C(C(=O)OC)S(=O)(=O)CS1(=O)=O (stereo not drawn)
43: N#Cc1ccccc1CSc1ccccn1
44: CC(OC(=O)c1ccco1)C(=O)Nc1ncc(Cl)cc1Cl (stereo not drawn)
45: O=C1NC(=O)c2c(NC(=O)C3CCCO3)cccc21 (stereo not drawn)
46: Clc1c2c(nc3ccccc13)CCC2
47: O=C1CC(c2ccc(F)cc2)C(n2cncn2)C(O)=C1C1NCCc2ccccc21 (stereo not drawn)
48: Oc1c(Cl)cc(Cl)cc1C1Nc2ccccc2-n2cccc21 (stereo not drawn)

compound no.	41	42	43	44	45	46	47	48
PfGluPho inh	8.0	1.4	-22.0	10.9	-9.7	7.2	-11.0	-23.3
MPTP inh	1.2	0.8	0.6	-1.2	-0.8	0.4	-1.1	3.3
HKDC1 inh	-9.1	-9.9	-6.9	-1.7	5.6	-0.8	-3.6	-1.4
SENP8 block	22.7	9.0	12.2	-6.1	-229.5	4.1	11.5	-47.5
NR3A LBD binder	-7.0	-2.4	-0.1	-1.4	-3.4	-0.5	-0.8	2.1
SENP6 block	-1.4	-15.1	-36.4	-6.9	-7.0	-15.4	24.1	-11.2
SENP7 block	4.5	4.1	0.6	-1.5	-2.3	2.0	6.2	-0.2
ATG4B inh	-1.0	-13.0	-0.4	-12.1	1.3	0.6	-3.8	6.5

49: Cc1ccc(C(=O)NNC(=S)Nc2cccc(Cl)c2Cl)cc1[N+](=O)[O-]
50: Cc1ccc(C(CC(=O)NCc2ccco2)c2ccccc2)c(O)c1 (stereo not drawn)
51: CCS(=O)(=O)N1CCCC(C(=O)NCc2cccc(OC)c2)C1 (stereo not drawn)
52: Cc1ccccc1-c1nn(-c2ccc(F)cc2F)cc1CNCCCN(C)C

compound no.	49	50	51	52
PfGluPho inh	-11.2	-14.4	2.8	-13.8
MPTP inh	103.3*	-5.3	-0.3	86.6*
HKDC1 inh	-7.2	9.7	-2.0	-1.6
SENP8 block	13.3	-3.3	7.9	-12.9
NR3A LBD binder	18.0*	-1.5	1.7	-0.6
SENP6 block	-4.0	-4.0	-11.0	13.7
SENP7 block	-13.4	-4.8	-1.2	-3.7
ATG4B inh	47.9*	16.7	4.1	5.8
